From PubChem BioAssay
Polio RdRp inh: inhibitors of poliovirus RNA polymerase binding and polymerization; P03300; poliovirus polymerase elongation, fluorescence polarization; stronger effect = lower value; % elongation, % (compound at 16.7 µg/mL); 150,000 tested, 0.66% active; AID 588519; in the data active = % elongation below about 90%; also: some results filed as inactive read as strong as hits
Target sequence (P03300 1749-2209 limits assumed): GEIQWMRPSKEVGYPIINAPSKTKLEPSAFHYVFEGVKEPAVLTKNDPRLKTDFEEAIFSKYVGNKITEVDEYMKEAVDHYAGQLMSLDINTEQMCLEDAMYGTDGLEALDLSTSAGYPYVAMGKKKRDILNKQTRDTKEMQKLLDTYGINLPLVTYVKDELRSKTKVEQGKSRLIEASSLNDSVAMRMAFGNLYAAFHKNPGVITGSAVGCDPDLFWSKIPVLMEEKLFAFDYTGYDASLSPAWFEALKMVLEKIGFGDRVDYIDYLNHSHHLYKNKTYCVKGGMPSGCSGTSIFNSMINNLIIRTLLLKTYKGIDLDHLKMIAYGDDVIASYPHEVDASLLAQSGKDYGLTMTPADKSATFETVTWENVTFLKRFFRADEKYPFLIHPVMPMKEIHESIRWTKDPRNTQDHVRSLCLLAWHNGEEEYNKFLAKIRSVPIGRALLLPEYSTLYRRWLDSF
Polio RdRp inh FP z-score: further read-out of Polio RdRp inh, marked with its call; z-score; measured here: FP z-score; hits read low
* = called active by the depositor; & = joins results of further samples. An excerpt (hit frequency here may not be typical).

Fields – Polio RdRp inh, Polio RdRp inh FP z-score
> COc1ccc(NC(=O)C(=O)NCC2(c3ccc(OC)c(OC)c3)CCCC2)cc1
  111.0, 1
> O=C(Cc1coc2cc3c(cc12)CCC3)OCC(=O)N1CCCC1=O
  101.0, 0
> COc1ccccc1C(=O)Nc1c(C(=O)N2CCN(c3ccc(F)cc3)CC2)oc2ccccc12
  110.0, 0.9
> CN1CCN(c2nc(C34CC5CC(CC(C5)C3)C4)cs2)CC1
  99.0, -0.4
> O=C(O)/C=C/C(=O)Nc1ccc(Br)c(Cl)c1
  100.0, -0.3
> Cc1noc(Nc2ccc(NC(=O)Cc3cccs3)cc2)c1C
  98.0, -0.8
> C=CC(=O)NC(=O)NC12CC3CC(CC(C3)C1)C2
  103.0, 0
> Nc1ccccc1S(N)(=O)=O
  100.0, 0
> Cc1ccc2[nH]c(=O)c(C3=NN(C(=O)CCC(=O)O)C(c4ccccc4)C3)c(-c3ccccc3)c2c1 (centres undefined)
  102.0, 0.1
> Cc1ccc(C)c(S(=O)(=O)c2nnn3c2nc(NCc2ccc4c(c2)OCO4)c2sccc23)c1
  108.0, 0.3
> Cn1c(=O)c2[nH]c(NC3CCCC3)nc2n(C)c1=O
  103.0, 0.4
> CC(=O)NCC12CC3CC(CC(C3)C1)C2
  101.0, 0.3
> COc1ccccc1Nc1nn(CN2CCCCC2C)c(=S)s1 (centres undefined)
  94.0, -1.1
> Cc1cc(OCCCn2c(CCNC(=O)C3CCCCC3)nc3ccccc32)ccc1Cl
  106.0, -0.1
> Cn1cnc2onc(C(=O)NC3CCCCC3)c2c1=O
  100.0, -0.5
> Cc1cc(C(F)(F)F)nn1Cc1ccc(C(=O)Nc2ncc(Br)s2)o1
  102.0, 0.1
> O=C(COC(=O)c1ccccc1Br)Nc1ccccc1Cl
  105.0, 1.4
> Cc1ccc(NC(=O)C(C)Sc2nc(=O)cc(N)n2-c2ccccc2)cc1 (centres undefined)
  101.0, -1.1
> Cc1ccc2nc(CSc3nnc(-c4ccccc4)o3)cc(=O)n2c1
  99.0, -0.7
> CCOC(=O)C1CCN(c2c(C(=O)c3ccccc3)cnc3ccc(OC)cc23)CC1
  96.0, -2.6

Random excerpt: 5 compounds from above
Fields – Polio RdRp inh, Polio RdRp inh FP z-score
> CCOC(=O)C1CCN(c2c(C(=O)c3ccccc3)cnc3ccc(OC)cc23)CC1
  96.0, -2.6
> COc1ccc(NC(=O)C(=O)NCC2(c3ccc(OC)c(OC)c3)CCCC2)cc1
  111.0, 1
> Cc1ccc(NC(=O)C(C)Sc2nc(=O)cc(N)n2-c2ccccc2)cc1 (centres undefined)
  101.0, -1.1
> C=CC(=O)NC(=O)NC12CC3CC(CC(C3)C1)C2
  103.0, 0
> Cc1ccc2nc(CSc3nnc(-c4ccccc4)o3)cc(=O)n2c1
  99.0, -0.7

The listing continues:
Fields – Polio RdRp inh, Polio RdRp inh FP z-score
> COc1ccc(N2CC(NC(=O)N(Cc3ccccc3)C(C)C)CC2=O)cc1 (centres undefined)
  98.0, -1.5
> Cc1ccccc1-n1nc2c(c1NC(=O)/C=C\c1ccc3c(c1)OCO3)CS(=O)(=O)C2
  101.0, 0
> CS(=O)(=O)c1cccc(S(=O)(=O)N2CCSCC2)c1
  104.0, 0.7
> CCC(=O)C1=C(c2ccc(OC)c(OC)c2)N(C(=O)CC)n2c(CC)nnc2S1
  98.0, -1.5
> Cc1ccc(NC(=O)C2CC(=O)n3cnnc3N2)cc1Cl (centres undefined)
  101.0, -0.1
> O=c1c2oc3ccccc3c2n(Cc2cccc(C(F)(F)F)c2)c(=O)n1Cc1ccc2c(c1)OCO2
  110.0, 0.7
> Cc1nc2cc(NC(=O)c3ccc(N4C(=O)CCC4=O)cc3)ccc2s1
  102.0, 0.2
> Cc1c(Cl)ccc2sc(N3CCN(C(=O)c4ccco4)CC3)nc12
  104.0, -0.6
> NC(=Nc1cc(Cl)cc(Cl)c1)N1CCN(Cc2ccccc2)CC1
  97.0, -0.8
> CC(=O)Nc1ccc(N=Cc2cccc3ccccc23)cc1
  105.0, 0.2
> CCC1CCCCN1CCCNC(=O)C1CCCN(S(=O)(=O)N2CC(C)CC(C)C2)C1 (centres undefined)
  100.0, 0
> O=c1[nH]cc(S(=O)(=O)NCc2ccccc2)c(=O)[nH]1
  99.0, -1.2
> CCn1c2ccccc2c2cc(NC(=O)COc3cc(C)c(Cl)c(C)c3)ccc21
  102.0, -0.7
> Oc1ccccc1CNc1ccc(C2CCCCC2)cc1
  105.0, 0.4
> CSc1nnc(-c2csc(S(=O)(=O)Nc3cccc(Cl)c3)c2)n1C
  103.0, 0.3
> CC(=O)N1c2ccccc2NC2=C(C(=O)CC(c3ccccc3F)C2)C1c1ccccc1 (centres undefined)
  101.0, -0.4
> Cc1cn(C(=O)c2ccc(Cl)cc2Cl)c(C)n1
  107.0, 0.5
> COc1ccc2nc(Cl)c(CNC3CCCC3)cc2c1
  104.0, 0.4
> CC(C)/C=C1\CC/C(=C\c2ccc(N(C)C)cc2)C1=O
  76.0, -3.3
> COc1ccc(NC(=O)Nc2ccc(N3CCOCC3)cc2)cc1
  101.0, -0.7

Later entries.
Fields – Polio RdRp inh, Polio RdRp inh FP z-score
> COC(=O)CSc1nc(C)nc2c1c(=O)n(C)c(=O)n2C
  102.0, -0.1
> Cc1ccc(S(=O)(=O)c2nc(-c3ccccc3)oc2Sc2nc3ccccc3[nH]2)cc1
  105.0, 0.6
> Cc1ccc(Cc2cnc(NC(=O)c3ccc4c(c3)CC(c3ccccc3)OC4=O)s2)cc1 (centres undefined)
  110.0, 0.6
> COc1ccc(-n2cc(-c3ccccc3)nc2SCC(=O)c2ccccc2)cc1
  101.0, -0.1
> CCOc1ccccc1C(=O)N(c1ccccc1)C1C=CS(=O)(=O)C1 (centres undefined)
  104.0, 0.9
> CCOC(=O)c1ccc2nc(C(F)(F)F)nc(NCCCN3CCCC3=O)c2c1
  100.0, -0.2
> O=C1C=CC(=O)C(Nc2ccccc2)=C1
  100.0, -0.3
> COc1cccc(NC(=O)N(Cc2c[nH]c3ccccc23)C2CCCCCC2)c1
  108.0, 0.1
> CCOc1ccc(-n2nc3ccc(NC(=O)COc4ccccc4C)cc3n2)cc1
  103.0, 0
> O=C(O)c1ccc(C2Nc3ccccc3C3C=CCC32)cc1 (centres undefined)
  59.0*, -5.4*
> Cc1ccc(C(C)C)c(OCCCn2c(=O)oc3ccc(C)cc32)c1
  102.0, -0.3
> Cc1ccc2[nH]c(=O)c(CN3CCOCC3)c(-c3ccccc3)c2c1
  101.0, -0.2
> Cc1cc(Cl)ccc1OC(C)C(=O)N=Nc1c(O)n(CO)c2ccccc12 (centres undefined)
  103.0, 0.3
> CCS(=O)(=O)N1CCC2(CC1)OC(=O)C(C)=C2C(=O)NCc1cccc(Cl)c1
  106.0, -0.1
> Cc1cccc(C=Nc2ccc3[nH]ncc3c2)c1O
  103.0, 0.5
> O=S(=O)(c1ccc(SCc2cc3c(cc2Br)OCCO3)nc1)N1CCOCC1
  104.0, 0.2
> S=c1n(CN2CCCC2)nc(C2COc3ccccc3O2)n1-c1ccccc1 (centres undefined)
  100.0, -0.5
> CCCc1cc(=O)[nH]c2nnc(SCC(=O)Nc3ccc(OC)cc3)n12
  101.0, -1.3
> CCCNC(=O)c1ccc2c(c1)C(=O)N(CC(C)C)C2=O
  101.0, -0.3
> Cc1ccc2oc(=O)c3cnn(CC(=O)N4CCN(c5cccc(C(F)(F)F)c5)CC4)c3c2c1
  108.0, 0.4

Further results
Fields – Polio RdRp inh, Polio RdRp inh FP z-score
> Cn1nc(CC(=O)Nc2nc(-c3ccccc3)cs2)c2ccccc2c1=O
  103.0, 0.4
> CCOC(=O)N1CCC(n2c(SCC(=O)c3ccccc3)nc3ccccc3c2=O)CC1
  102.0, 0.1
> CCN(C(=O)Cn1ncc2c(=O)oc3ccc(C)cc3c21)c1ccccc1
  100.0, 0.1
> COc1cccc(Oc2nc3c(c(=O)n(Cc4ccccc4Cl)c(=O)n3C)n2C)c1
  106.0, 0.2
> COc1ccc(Br)cc1/C=C/C(=O)NCC(=O)O
  101.0, -0.2
> Cc1ccc(C2=NC3(CCN(C(=O)OC(C)(C)C)CC3)NC2=S)cc1
  103.0, 0.8
> O=S1(=O)CCC(c2ccccc2)C1 (centres undefined)
  100.0, -0.7
> CC(=O)N1CCc2cc(S(=O)(=O)CCC(=O)N3CCc4ccccc43)ccc21
  105.0, 0.5
> CC(Oc1cc(OC(C)C(=O)O)c2c(c1)oc(=O)c1ccccc12)C(=O)O (centres undefined)
  97.0, -0.6
> CCOC(=O)CN1CC23C=CC(O2)C(C(=O)NCc2ccc(C)cc2)C3C1=O (centres undefined)
  101.0, 0.1
> COc1ccc(CCNc2nc(-c3ccccc3OC)cc(C(F)(F)F)n2)cc1OC
  101.0, -1.1
> Nc1cccc(C2=NCCN2)c1
  104.0, 0
> Cc1nn(CC(=O)O)c(=N)s1
  99.0, -0.4
> Nc1nnnn1N=Cc1ccc(-c2ccc3c(c2)COC3=O)o1
  82.0, -5
> CSc1nc2ccc(S(=O)(=O)N3CCCC3)cc2s1
  101.0, -0.4
> COc1ccc(CC2CC(=O)N(c3ccc(C)cc3)C2=O)cc1 (centres undefined)
  102.0, 0
> Nc1ncnc2c1ncn2C1CCCO1 (centres undefined)
  99.0&99.0, -0.2&0.1
> CC(C)(C)C(=O)C(Cc1ccc(C#N)cc1)C(=O)C(C)(C)C
  102.0, 0
> CCc1ccc(NC(=O)CSc2nnc3[nH]c(=O)cc(-c4ccccc4)n23)cc1
  109.0, 0.4
> CCCC(=O)N(c1ccc(C)c(Cl)c1)C1C=CS(=O)(=O)C1 (centres undefined)
  101.0, -0.2

Next section.
Compound	Polio RdRp inh	Polio RdRp inh FP z-score
O=C(NCCCN1CCCC1=O)C1CCCN(C(=O)N2CCOc3ccccc32)C1 (centres undefined)	99.0	-1.4
CCN(Cc1ccccc1)S(=O)(=O)c1ccc2[nH]c(=O)ccc2c1	102.0	-1
CSc1ccccc1NC(=O)C(C)OC(=O)c1nn(-c2ccccc2)nc1C (centres undefined)	103.0	-0.1
CCc1ccc(NC(=O)CN2C=NS(=O)(=O)c3ccccc32)cc1	102.0	0.7
COc1ccc(NCc2cccn2-c2nnc(N3CCC(C)CC3)s2)c(OC)c1	100.0	-1.2
N=C1c2ccccc2CN1NC(=O)CSc1nc2ccccc2[nH]1	101.0	-0.2
Cn1nc(SCC(=O)n2c3c(c4ccccc42)CCCC3)sc1=S	100.0	-0.7
O=C(Nc1nn(Cc2c(F)cccc2Cl)cc1Br)C1CCCO1 (centres undefined)	104.0	0.7
COc1ccc(CCn2c(=S)[nH]c3cc(C(=O)N4CCOCC4)ccc3c2=O)cc1OC	99.0	-0.6
CC(C)C1NC(=O)c2c(sc3c2CCCC3)N1 (centres undefined)	99.0	-1.1
CCN(c1ncnc2c1cnn2-c1cccc(Cl)c1)C1CCCCC1	102.0&101.0	-0.8&-0.2
O=C(CSc1ccccc1)Nc1cccc(O)c1	101.0	0.2
CCCSc1nnc2c(n1)OC(c1sccc1C)Nc1ccccc1-2 (centres undefined)	106.0	0.2
Cc1nn(-c2ccccc2)c2sc(C(=O)N3CCN(C)CC3)cc12	98.0	-0.2
COc1ccc(C(=O)N(CCCCN2C(=O)c3ccccc3C2=O)c2ccc(C)cc2)cc1	102.0	0.1
Cc1cccc(-c2cc(N)n(-c3ccccc3)n2)c1	102.0	-0.2
CCOCc1[nH]c(=S)[nH]c(=O)c1Cc1ccc(OCC)cc1	103.0	0.5
CSc1ncc(Cl)c(C(=O)Nc2c(C(=O)Nc3cccc(Cl)c3)oc3ccccc23)n1	114.0	-0.1
N#Cc1ccc(CSc2n[nH]c(=O)n2CCc2ccccc2)cc1	103.0	0.2
Cc1ccc(O)c(N/C=C2/CCCC2=O)c1	107.0	2
N#Cc1cc2c(OCC(O)CN3CCN(C(c4ccccc4)c4ccccc4)CC3)cccc2[nH]1 (centres undefined)	102.0&99.0	0.2&-0.3
CCC(=O)N1CCc2cc(S(=O)(=O)CCC(=O)Nc3ccc(Cl)c(C(F)(F)F)c3)ccc21	111.0	0.7
CCOc1cccc(CO)c1OCc1ccccc1	102.0	-0.2
CCOc1ccc(NC(=O)Cn2ccn3nc(-c4ccc(OC)c(OC)c4)cc3c2=O)cc1	100.0	-0.8
CC12CCC(C/C1=N\N=C1/NC(=O)C(CC(=O)NC(N)=O)S1)C2(C)C (centres undefined)	98.0	-0.7

(listing goes on)
Compound	Polio RdRp inh	Polio RdRp inh FP z-score
CSc1ccc(S(=O)(=O)N2CCC(C(=O)N(C)C)CC2)cc1	108.0	2.6
Cc1ccc2nc(NN)nc(-c3ccccc3)c2c1	102.0	0
O=C(NCCc1ccccc1Cl)c1ccc2c(=O)n(-c3ccccc3)c(=O)[nH]c2c1	104.0	-0.4
O=C(NC(C(=O)NC1=NCCS1)C12CC3CC(CC(C3)C1)C2)C1CCCCC1 (centres undefined)	99.0	-0.5
Cc1cc(Cl)ccc1OCC(=O)NCCOc1nc(N(C)C)nc(N2CCOCC2)n1	102.0	0
CC1(C)O[C@H]2[C@@H](O1)[C@@H](C(=O)Nc1ccccc1O)O[C@@H]1OC(C)(C)O[C@@H]12	107.0	0
COc1cccc(C(=O)NCCCn2ccnc2)c1	103.0	0.1
Cc1c2c(=O)n(-c3ccccc3)[nH]c2cc(=O)n1CCc1ccccc1	106.0	1.8
c1nc(N2CCC3(CC2)OCCO3)c2[nH]cnc2n1	104.0	0.9
O=C(CCNS(=O)(=O)c1ccc2c(c1)CCN2C(=O)C1CC1)N1CCN(c2ccc(F)cc2)CC1	100.0	-1.6
COc1ccc(NC(=O)C2CCCN(S(=O)(=O)c3ccc(Br)s3)C2)cc1Cl (centres undefined)	101.0	-0.1
CCOc1cccc(CC(=O)Nc2ccc3nc(N4CCCCC4)cc(C)c3c2)c1OCC	109.0	0.5
O=C1CCCCC1Sc1nnc(Nc2ccccc2)s1 (centres undefined)	111.0	1
O=CNc1ncc(-c2nc3ccccc3[nH]2)s1	104.0	0.2
COc1ccc(-n2c(=O)c3c(c4cc(OC)ccc4n3C)n(CCC(C)C)c2=O)cc1	109.0	0.2
CCN(CC)CCNc1nc2ccc(Cl)cc2[nH]1	103.0	0.3
COc1ccc(C(=O)Cn2nnc(-c3ccccc3)n2)cc1	100.0	-0.3
